Assay outcomes from PubChem.
FLuc inhib CS – counter-screen for luciferase assay inhibitors: firefly luciferase inhibition; inhibition, % at 10 µM; ATPLite firefly luciferase biochemical luminescence, 10 min; AID 1006; 200,000 compounds, 1.5% hits;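 active = inhibition above about 50% when tested at 10 µM, limit read from the data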
Target sequence (P08659 whole entry, looked up): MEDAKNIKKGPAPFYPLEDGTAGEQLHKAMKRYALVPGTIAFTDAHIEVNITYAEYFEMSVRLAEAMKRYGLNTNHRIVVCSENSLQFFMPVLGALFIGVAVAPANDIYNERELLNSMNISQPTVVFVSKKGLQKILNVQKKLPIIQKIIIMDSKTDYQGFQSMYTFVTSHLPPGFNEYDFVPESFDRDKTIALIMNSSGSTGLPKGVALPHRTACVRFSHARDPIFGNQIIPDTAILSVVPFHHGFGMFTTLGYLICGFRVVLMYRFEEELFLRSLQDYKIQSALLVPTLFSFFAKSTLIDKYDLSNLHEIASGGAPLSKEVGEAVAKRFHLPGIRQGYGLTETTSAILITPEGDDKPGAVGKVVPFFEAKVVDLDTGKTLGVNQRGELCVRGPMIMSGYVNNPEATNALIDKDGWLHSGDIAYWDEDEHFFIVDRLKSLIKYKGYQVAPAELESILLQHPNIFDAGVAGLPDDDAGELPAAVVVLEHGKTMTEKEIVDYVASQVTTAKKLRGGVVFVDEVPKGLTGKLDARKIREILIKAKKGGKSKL
NF-kB neuron act – raises NF-kB expression in human neuronal cells. fold change at 12.5 µM. NF-kB reporter expression; stronger effect = higher value. 190,000 compounds, 1.6% hits. AID 1239; in the data active = fold change above about 3.3
FLuc act counter – firefly luciferase counter-screen for stimulation assays; 200,000 tested, under 10 active; ATPlite luciferase biochemical, luminescence, 10 min; 0 = ATP-free wells, 1 = DMSO control; P08659; activation factor at 10 µM;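 active = luciferase activation factor, scaled between plate controls, of at least 2 with compound at 10 µM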
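assay system = Luciferase/luciferin detection reagent, cell-free biochemical luciferase assay | also added = ATP substrate | times = 10 min post-reagent at room temperature | measured by = luminescence from luciferase reaction | measure = luciferase activation, seen as luminescence increase over controls | benchmarks = low control with PBS replacing ATP, high control enzyme plus ATP without compound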
STAT1 act – STAT1 signaling activation | NIH 3T3 STAT1-luciferase reporter, IFN-gamma, luminescence; 100% = IFN-gamma alone, no compound | activation (% of control), % at 5.5 µM | 200,000 compounds, 2.6% hits;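 active = activation above the screen-wide mean activation plus 3 SD, cut at about 130% in these data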;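 note: raw ratio to IFN-gamma control signal so 100% means no change and 0% no light; values of inactives mirror those of a sister screen read the other way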
APP 5UTR inh – APP translation inhibition; SH-SY5Y APP 5'UTR-luciferase reporter, luminescence; inhibition, % at 2 µM; 190,000 compounds, 0.82% hits;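 active = inhibition above a set limit, derived from the sample mean plus 3 SD, cut at about 45% in these data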; note: values of inactives mirror those of a sister screen read the other way
DTT redox prof – compounds producing H2O2 with reducing agent – biochemical, NIH compound library profiling, artefact control for MLSCN library redox annotation, primary screen; AID 878; activation, % at 10 µM; DTT-dependent redox cycling H2O2, phenol red/HRP absorbance; 100% = 100 µM peroxide control, 0% = buffer; 200,000 compounds, 0.03% hits;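 active = activation of at least 50% relative to the plate's high and low controls in the primary single-dose screen; inactive = activation below 50%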;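 note: compound incubated with DTT at 0.8 mM final as the reducing agent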
G6PDH CS – inhibits Leuconostoc G6PDH, flagging false hits in G6PDH-based assays; Purified L. mesenteroides G6PDH, diaphorase/resazurin coupled fluorescence, 45 min; inhibition, % at 5 µM; 200,000 compounds, 0.12% hits; AID 1020; in the data active = inhibition above about 50%
APP 5'UTR act – APP 5'UTR luciferase reporter activation; activation, % at 2 µM; 190,000 compounds, 1% hits; AID 1276; SH-SY5Y APP 5'UTR luciferase reporter, luminescence; zero percent = DMSO vehicle wells;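 active = activation above a set limit, based on mean plus 3 SD of controls, cut at about 140% in these data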; note: values of inactives mirror those of a sister screen read the other way
Hsp70 act – switches on Hsp70 transcription; 200,000 compounds, 0.04% hits; AID 1203; activation, % at 10 µM; HeLa Hsp70 promoter luciferase reporter, luminescence; scaled: vehicle 0, proteasome-inhibitor control 100%;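 active = activation above the mean across all tested compounds plus 3 SD, cutoff set per campaign, cut at about 5.5% in these data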;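 note: 100% = MG132 at 30 µM as the positive control and 0% = DMSO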
Efa HMGR inh – inhibitors of class II HMG-CoA reductase from Enterococcus faecalis. inhibition, % at 10 µM. 190,000 compounds, 0.41% hits. AID 1066. purified E. faecalis HMGR, NADPH absorbance 340 nm kinetic;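 active = inhibition above a set limit, the median over all tested compounds plus 3 SD, cut at about 9.5% in these data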;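 note: enzyme runs in reverse so mevalonate oxidation gives rising NADPH absorbance; 0% = complete reaction with DMSO and 100% = background rate lacking mevalonate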
The depositor's hits bear a star; / = not tested or not shown. Rows were taken by chance; overall some 5.3% were active at least once.

cpd	Molecule	FLuc inhib CS	NF-kB neuron act	FLuc act counter	STAT1 act	APP 5UTR inh	DTT redox prof	G6PDH CS	APP 5'UTR act	Hsp70 act	Efa HMGR inh
1	O=C(CCCOc1ccccc1)Nc1ccc(S(=O)(=O)N2CCOCC2)cc1	-9	0.9	1.1	97	-18	1.1	3	18	0.1	-3
2	CS(=O)(=O)N(Cc1ccccc1)c1ccccc1C(=O)Nc1ccccc1C(=O)NCc1ccco1	-5	0.89	1	102	-19	0.2	4	19	-0.4	2
3	N#Cc1nc(Cc2ccccc2)oc1NCCc1ccccc1	3	1.8	1	113	-81	-1.0	-3	81	0.2	-4
4	CC(C)(C)NC(=O)NC(=O)CSc1nnc(-c2ccccc2F)n1N	-4	0.93	1	99	-9	-0.1	12	9	-0.2	3
5	CCc1cc(-c2n[nH]c(=S)n2-c2cccc(C)c2)cs1	3	1.8	1	94	15	-0.9	10	-15	-0.4	-1
6	O=C(NC1CCCCC1)NC1CC2CCC(C1)N2C(=O)NCc1ccccc1 (stereo unspecified)	-2	1.1	1	99	17	-0.1	2	-17	-0.2	-3
7	CSCCC(NC(=O)c1ccccc1)C(=O)NCc1ccco1 (stereo unspecified)	-4	1	1	97	-2	-0.9	1	2	-0.3	-2
8	CC(=O)Nc1ccc(NC(=O)CCSCCc2ccccn2)cc1	-8	1.1	1.1	95	4	-0.2	9	-4	0.1	-8
9	O=C(Nc1ccccc1O)c1c(O)c2c([nH]c1=O)CCCC2	40	4.5*	0.6	108	-88	-0.1	11	88	0.1	-5
10	Cc1cccc(-n2c(O)cnc2Nc2nc(C)cc(C)n2)c1	-1	0.96	1	94	-9	0.2	10	9	0.0	-4
11	Fc1cccc(CSc2ccc3nnc(-c4cccnc4)n3n2)c1	5	0.86	0.9	99	1	-0.1	14	-1	-0.3	0
12	CC(=O)Nc1ncc(Cc2cccc(Cl)c2Cl)s1	-2	1.4	1	105	-15	-1.8	14	15	-0.4	-3
13	O=C(OCc1nnc(-c2ccccc2)o1)c1ccc2c(c1)OCO2	0	1	1	95	9	1.3	6	-9	-0.1	-4
14	CCCC1OC23CCCCC2C(C#N)(C(=N)O3)C1(C#N)C#N (stereo unspecified)	-8	0.96	1.1	89	-1	1.5	15	1	0.9	2
15	Cc1ccc(C2C(C#N)=C(N)Oc3c2oc(CO)cc3=O)o1 (stereo unspecified)	-6	1	1.1	/	/	/	12	/	/	3
16	Cc1ccc(CNC(=O)CCS(=O)(=O)c2ccc(Br)s2)o1	-8	1.1	1.1	99	1	2.0	-3	-1	-0.3	-12
17	Cc1ccc(N=Cc2c(O)cc(C)oc2=O)c(C)c1	-4	1.1	1	106	2	-0.2	0	-2	-0.3	-2
18	CCCOC(=O)Nc1ccccc1C(N)=O	-2	1.2	1	102	7	-0.1	2	-7	-0.1	1
19	COc1ccc(OC)c(N2C(=O)[C@@H]3C(c4ccccc4Cl)=NO[C@@H]3C2=O)c1	-6	1.2	1.1	103	-3	0.2	5	3	-0.3	0
20	CN1C(=O)C(O)(C2COC(C)(C)CC2=O)c2cc(Br)ccc21 (stereo unspecified)	-3	2.1	1	106	16	2.4	1	-17	-0.2	-2
21	FC(F)(F)c1ccc(Oc2ccccc2Cl)nc1	-3	1.2	1	92	-8	-0.2	18	8	0.0	-2
22	CCSc1nc2c(c(=O)[nH]1)C(c1cccnc1)C(C(=O)OC)=C(C)N2 (stereo unspecified)	1	0.94	1	104	23	0.1	3	-23	-0.1	-2
23	CCC1CCCCN1CCCNC(=O)c1cc2c(=O)[nH]c3ccccc3c2n1C (stereo unspecified)	-8	/	1.1	103	4	-1.5	5	-4	-0.1	-3
24	O=C(NNc1cccc(Cl)n1)Nc1ccccc1F	-2	1.1	1	104	-6	0.4	6	6	-0.2	-2
25	CC(C)(C)NC(=O)CCCCCCCC(=O)NC(C)(C)C	-2	0.92	1	84	-7	-1.2	6	7	-0.3	2
26	NC(=O)Cn1c(=O)oc2ccccc21	-6	0.9	1.1	97	-1	-0.4	-12	1	1.6	-3
27	COC(=O)NNC(=S)Nc1ccc(Br)cc1	-3	1.1	1	102	-17	0.0	1	17	-0.1	-5
28	CCOC(=O)Cn1nc(C)n(-c2ccc(F)cc2)c1=O	-4	1.3	1	103	-15	0.1	0	15	-0.3	-1
29	COc1cnc(-c2ccccn2)nc1Oc1cccc(Cl)c1	-8	0.95	1.1	100	/	-1.5	18	/	-0.2	-3
30	CCOC(=O)Nc1cc2c(cc1C(C)=O)OCO2	-8	1.1	1.1	98	15	2.8	6	-15	-0.5	-2
31	Cc1ccc(-c2nc(SCC(=O)NCCN3C(=O)CSC3=O)[nH]c2-c2ccc(C)cc2)cc1	-8	0.88	1.1	103	-2	-6.5	3	2	0.6	-3
32	Cc1cc(Oc2ccc(-c3ccccc3)cc2)nc(N2CCOCC2)n1	-7	0.88	1.1	97	-20	2.8	4	20	0.1	2
33	COc1ccc(N2CCN(Cc3oc(CO)cc(=O)c3O)CC2)cc1	-7	1.2	1.1	91	3	-0.4	13	-3	-0.1	-2
34	COc1ccc(/C=C/C(=O)NCCOc2ccc(C)cc2)cc1	-2	1.3	1	105	-28	-0.1	8	28	-0.2	-3
35	Cc1cc(C)n2cc(CSc3ccc(Br)cc3)nc2n1	6	1.5	0.9	104	0	0.0	12	0	-0.4	-7
36	CC1=CC(C)(C)N2C(=O)C3(C(C#N)=C(N)Oc4cc(C)oc(=O)c43)c3cc(C)cc1c32 (stereo unspecified)	/	/	/	93	-13	-7.3	/	13	0.0	/
37	c1ccc(-c2csc3ncnc(NCCN4CCOCC4)c23)cc1	-3	0.79	1	90	10	-0.7	0	-10	-0.2	-2
38	CC(=O)c1ccc(NC(=S)N2c3ccccc3CC2C)cc1 (stereo unspecified)	-1	1.1	1	107	7	-0.1	2	-7	-0.3	-1
39	COc1ccc(NC(=O)C2CC(=O)NC(Nc3cccc(C)c3)=N2)cc1 (stereo unspecified)	-7	1.2	1.1	100	14	2.0	2	-13	-0.4	-1
40	CCc1ccccc1NC(=O)c1ccc(CN2CCC(Cc3ccccc3)CC2)cc1	1	0.91	1	99	-20	-2.9	10	20	-0.3	-4
41	COc1ccc(N(CC(O)Cn2c(C)nc3ccccc32)S(=O)(=O)c2ccccc2)cc1 (stereo unspecified)	-1	1	1	93	-2	-0.2	3	2	-0.4	0
42	COc1cc(CSc2nnnn2-c2ccc(C)cc2)cc(OC)c1OC	-1	0.71	1	79	-7	-0.3	35	7	0.0	0
43	CCOC(=O)c1cnc2nc(NCc3ccc(OCc4ccccc4)cc3)[nH]n2c1=O	23	1.1	0.8	103	/	-0.5	2	/	-0.3	-5
44	Cn1c(N2CCN(c3ccccn3)CC2)nc2c1c(=O)n(Cc1ccc(Cl)cc1)c(=O)n2C	-6	0.48	1.1	92	3	-2.6	0	-3	-0.2	-1
45	O=C(NC1CCS(=O)(=O)C1)c1ccccc1C(=O)c1ccccc1 (stereo unspecified)	-3	1.1	1	102	3	-2.4	10	-3	0.0	-7
46	CCOCc1nnc(NC(=O)CSc2ccc(C)cc2)s1	-3	1.3	1	101	-16	1.0	6	17	-0.2	1
47	Cc1ccc(C(=O)Nc2nncs2)cc1S(=O)(=O)N1CCOCC1	-2	1.2	1	99	-12	0.3	3	12	-0.1	0
48	O=C(CCc1nnc(CCc2ccccc2)o1)N1CCCCC1CCn1cccn1 (stereo unspecified)	-8	1.4	1.1	109	-14	0.0	9	14	0.0	0
49	CS(=O)(=O)N1CCN(c2ccccc2NC(=O)c2ccc(-c3ccc(Br)cc3)o2)CC1	-2	0.64	1	99	5	0.2	-6	-5	-0.2	0
50	COc1ccccc1NS(=O)(=O)c1ccc(O)c(C(=O)OCC(=O)Nc2ccccc2F)c1	-2	0.99	1	100	16	-0.1	3	-16	-0.1	1

The list continues.
cpd	Molecule	FLuc inhib CS	NF-kB neuron act	FLuc act counter	STAT1 act	APP 5UTR inh	DTT redox prof	G6PDH CS	APP 5'UTR act	Hsp70 act	Efa HMGR inh
51	CCCCC(NC(C)=O)c1nc2ccccc2n1CCCC (stereo unspecified)	-8	0.99	1.1	107	-12	-2.1	1	12	-0.1	1
52	COc1cc(OC)c(OC)cc1/C=C1/C(=O)N=C(N)N1C	-3	1.7	1	98	-3	-2.0	1	3	-0.1	-4
53	COc1ccc(-c2nnc(SCc3nnc(-c4ccccc4)o3)n2C)cc1OC	-3	1	1	104	-2	-0.1	1	2	-0.2	2
54	Cc1cc(N/N=C/c2cccc(Br)c2)nc2ccccc12	35	4.2*	0.7	107	-50	0.4	-18	50	-0.3	-4
55	CCOc1ccc2c(c1)C(c1ccccc1)=NNC(c1ccccc1)=N2	-4	0.84	1	101	-1	2.0	8	1	-0.4	-9
56	COc1ccc([N+](=O)[O-])cc1NC(=S)Nc1ccccc1	-6	1.4	1.1	89	-1	-1.3	6	1	-0.2	-5
57	CCOC(=O)c1c(C)c(C(=O)N2CCN(c3cccc(Cl)c3)CC2)c(C)n1C	-1	0.85	1	96	2	-1.4	14	-2	-0.3	1
58	Cc1nn(-c2ccccc2)c(Cl)c1C(=O)NC1CCCCC1	-3	1.2	1	103	-19	12	14	19	0.0	-5
59	COc1cc(C)ccc1OCCCCOc1ccccc1C(C)=O	3	0.92	1	86	7	0.1	-3	-7	-0.5	-3
60	CC(C)C1Oc2ccccc2N(CC(=O)NCCCN2C(C)CCCC2C)C1=O (stereo unspecified)	-5	0.95	1.1	98	-2	-0.2	2	2	-0.4	-2
61	O=C(/C=C/c1ccc2c(c1)OCO2)N1CCN(c2ccccc2F)CC1	-4	0.92	1	105	4	-0.2	7	-4	-0.1	-3
62	CCOC(=O)C1=C(C)N=c2s/c(=C3\C(=O)Nc4ccccc43)c(=O)n2C1c1ccc2c(c1)OCO2 (stereo unspecified)	-2	1.2	1	109	-8	-2.2	-40	8	-0.3	-2
63	CCc1cc(C(=O)N/N=C/c2c(C)[nH]c3ccccc23)cs1	-4	1.3	1	95	-9	-0.4	4	9	-0.2	-3
64	O=C(NCCN1CCCCCC1)C1CCC(CNS(=O)(=O)c2cccc3cccnc23)CC1 (stereo unspecified)	-7	1.4	1.1	102	-4	-1.0	4	4	0.0	-1
65	Nc1nc(SCC(=O)c2cccc([N+](=O)[O-])c2)n[nH]1	-7	0.91	1.1	108	-9	0.5	6	9	-0.1	4
66	CC(C)(C)CC(=O)Nc1cccc2c1CCCC2	-9	0.89	1.1	102	5	0.1	4	-5	-0.2	-7
67	O=C1CCCN1CCC1CCN(C(=O)Nc2ccccc2)CC1	-5	1.3	1.1	95	14	2.8	-1	-14	0.0	0
68	O=C(NC(=S)N1CCN(c2ccccn2)CC1)c1ccccc1	2	1.5	1	99	11	6.0	-3	-11	-0.2	-5
69	COc1cccc(NC(=S)N2CCN(c3ccccn3)CC2)c1	-4	0.94	1	96	-5	0.1	16	5	-0.2	3
70	CC1(C)CC(=O)C(C=NC2CC(C)(C)NC(C)(C)C2)=C(O)C1	-2	1.3	1	106	7	-0.2	8	-7	-0.1	-5

From entry 66 up to 67, as listed above:
cpd	Molecule	FLuc inhib CS	NF-kB neuron act	FLuc act counter	STAT1 act	APP 5UTR inh	DTT redox prof	G6PDH CS	APP 5'UTR act	Hsp70 act	Efa HMGR inh
66	CC(C)(C)CC(=O)Nc1cccc2c1CCCC2	-9	0.89	1.1	102	5	0.1	4	-5	-0.2	-7
67	O=C1CCCN1CCC1CCN(C(=O)Nc2ccccc2)CC1	-5	1.3	1.1	95	14	2.8	-1	-14	0.0	0
